HCT116 bCat-KO: beta-catenin-lacking colon tumor cell growth suppression; viability, % at 10 µM; HCT116 beta-catenin knockout viability, CellTiter-Glo, 60 h; active compounds read low; 140,000 compounds, 1.5% hits;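 active = viability at or under a set limit, the compound median less 4 SD, cut at about 6% in these data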;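 note: 0% = Hyamine 1622 control at 20 µM and 100% = untreated cell control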
MRP1 act: activates MRP-1; H69AR cells + doxorubicin, viability rescue, CellTiter-Glo; viability increase, % at 10 µM; 140,000 compounds, 0.61% hits;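 active = viability gain under doxorubicin at or above a set limit, the compound median plus 3 SD, cut at about 4.7% in these data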;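 note: MRP-1 overexpressing cells given doxorubicin 25 µM after compound pretreatment; 18-22 h compound pretreatment then 72 h with doxorubicin before readout; 0% = doxorubicin-only wells and 100% = vehicle-treated cells without doxorubicin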
HCT116 PTEN-null: PTEN-deleted cell growth suppression; viability, % at 10 µM; 140,000 compounds, 1.2% hits; HCT116 PTEN-null viability, CellTiter-Glo, 60 h; active compounds read low;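 active = viability at or below a set limit, 4 SD under the median of all tested compounds, cut at about 3.7% in these data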;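 note: PTEN knockout HCT116 line with beta catenin targeted HCT116 as companion control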
Measles CPE: protection of cells from measles virus | Measles virus-infected cells, CPE protection, absorbance | 140,000 compounds, 1.5% hits | protection (pct of control), % at 4 µM; in the data active = protection mostly above about 24%, no sharp cut-off; inactive = mostly below about 26%; note: some compounds called inactive have numbers as strong as hits
GALR2 antag: blocks the human galanin receptor 2; GALR2-expressing cells, antagonist mode; 140,000 compounds, 0.39% hits; inhibition, % at 4 µM; in the data active = inhibition above about 27%;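 note: cells stimulated with galanin 1-16 at roughly its EC80; 0% = agonist challenge control and 100% = basal control without agonist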
Target sequence (O43603 whole entry, looked up): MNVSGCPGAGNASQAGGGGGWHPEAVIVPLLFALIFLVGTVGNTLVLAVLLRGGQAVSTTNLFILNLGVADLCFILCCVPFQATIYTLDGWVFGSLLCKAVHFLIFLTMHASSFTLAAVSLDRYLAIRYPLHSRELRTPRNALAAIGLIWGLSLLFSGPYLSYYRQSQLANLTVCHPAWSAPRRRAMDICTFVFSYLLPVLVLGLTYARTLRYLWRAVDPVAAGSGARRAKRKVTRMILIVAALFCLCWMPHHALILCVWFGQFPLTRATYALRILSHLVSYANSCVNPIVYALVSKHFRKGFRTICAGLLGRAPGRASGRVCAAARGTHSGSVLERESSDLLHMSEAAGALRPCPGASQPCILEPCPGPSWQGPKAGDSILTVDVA
NPY Y2 blocker: antagonists of human neuropeptide Y receptor Y2; P49146; NPY-Y2 expressing cells, antagonist mode; inhibition, % at 2.7 µM; 140,000 compounds, 0.99% hits; in the data active = inhibition above about 17%;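 note: 0% = vehicle with agonist challenge and 100% = reference antagonist with challenge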
Target sequence (P49146 whole entry, looked up): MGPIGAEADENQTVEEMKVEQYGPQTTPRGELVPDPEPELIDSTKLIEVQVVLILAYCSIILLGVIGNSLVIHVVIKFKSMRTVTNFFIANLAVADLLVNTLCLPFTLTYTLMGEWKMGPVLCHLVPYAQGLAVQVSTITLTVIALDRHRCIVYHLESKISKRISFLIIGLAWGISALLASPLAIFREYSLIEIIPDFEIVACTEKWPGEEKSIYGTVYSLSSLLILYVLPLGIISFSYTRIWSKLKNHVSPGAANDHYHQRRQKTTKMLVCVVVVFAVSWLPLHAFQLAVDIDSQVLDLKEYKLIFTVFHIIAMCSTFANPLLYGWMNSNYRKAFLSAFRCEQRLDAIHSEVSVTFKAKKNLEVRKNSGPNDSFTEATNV
Phagocyt inh: blocks phagocytosis by macrophages; inhibition, % at 5 µM; 110,000 compounds, 0.07% hits; J774A.1 macrophage IgG-bead phagocytosis, imaging; AID 1029;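 active = inhibition above the mean of the plate negative controls plus 5 SD, cut at about 13% in these data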;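 note: phagocytic index as fraction of beads internalized from green versus red external bead signal; plate controls were DMSO negative control for no effect and cytochalasin-D positive control for full effect; some results beyond the cut were filed as inactive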
E-sel TNF inh: blocks E-selectin expression induced by TNF alpha; AID 1246; HUVEC TNFa-induced E-selectin immunofluorescence, high content; inhibition, % at 2 µM; 120,000 compounds, 0.71% hits;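 active = inhibition above the batch mean plus 3 SD, and confirmed as a hit on visual image review, cut at about 43% in these data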;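 note: 0% = TNF-stimulated DMSO wells and 100% = unstimulated control wells; not every result past the cut was called active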
Yeast life ext: extends the lifespan of yeast. S. cerevisiae growth with nicotinamide, OD615; deaD strain in restrictive glucose medium. inhibition of the nicotinamide effect, % at 10 µM. 130,000 compounds, 0.68% hits. AID 775;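 active = inhibition above a set limit, placed 3 SD over the median of all compounds, cut at about 26% in these data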;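 note: 0% = nicotinamide-treated wells and 100% = cells grown without nicotinamide; some compounds called inactive have numbers as strong as hits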
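assay system = DeaD-strain S. cerevisiae | buffer or medium = restrictive glucose medium | reagent = 1.5 mM nicotinamide | compound = 10 µM single point, 0.25% DMSO | incubation = 48 h compound exposure at 30 °C, humidified | signal = OD615 measurement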
BB579 growth dn: yeast BB579 growth reduction in restrictive medium. S. cerevisiae BB579 growth, OD615, 48 h. inhibition, % at 10 µM. 140,000 compounds, 0.51% hits;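 active = inhibition above a set limit, 3 SD over the mean compound inhibition, cut at about 44% in these data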; note: inactives centre near -24
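System: Saccharomyces cerevisiae DeaD strain BB579, replicative lifespan model yeast. Buffer or medium: restrictive glucose-based CSMM-D medium. Doses: one dose, 10 µM compound with 0.25% DMSO. Timing: 4 h preincubation and 48 h exposure at 30 °C. Detection: turbidity as optical density at 615 nm. Benchmarks: amphotericin B 10 µg/mL, positive.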
The depositor's hits bear a star.

What do the screens show for `O=C(Nc1ccccc1)c1ccc(-c2ccccc2C(F)(F)F)o1`?
HCT116 bCat-KO: 88; MRP1 act: -1.2; HCT116 PTEN-null: 87; Measles CPE: 6; GALR2 antag: -4; NPY Y2 blocker: 4; Yeast life ext: -6; BB579 growth dn: -56

What do the screens show for `Cc1onc(-c2ccccc2)c1C(=O)Nc1c(C)n(C)n(-c2ccccc2)c1=O`?
HCT116 bCat-KO: 88; MRP1 act: 1.0; HCT116 PTEN-null: 92; Measles CPE: 4; GALR2 antag: 0; NPY Y2 blocker: -2; Phagocyt inh: 2; Yeast life ext: -11; BB579 growth dn: -35

Results for C[C@]1(C(=O)O)C=C[C@@H](Cc2ccccc2)N1C(=O)c1ccccc1 ?
HCT116 bCat-KO: 93; MRP1 act: -1.2; HCT116 PTEN-null: 96; Measles CPE: 7; GALR2 antag: 0; NPY Y2 blocker: -1; Yeast life ext: 4; BB579 growth dn: -29

Results for CN1C(=O)CC2(CC(=O)N(Cc3ccccc3)C2)C1=O (centres undefined) ?
HCT116 bCat-KO: 90; MRP1 act: -2.7; HCT116 PTEN-null: 83; Measles CPE: 21; GALR2 antag: 12; NPY Y2 blocker: 0; E-sel TNF inh: 1; Yeast life ext: -3; BB579 growth dn: -19

Results for Cc1nnc(N2CCN(Cc3ccccc3)CC2)[nH]c1=O ?
HCT116 bCat-KO: 90; MRP1 act: -3.8; HCT116 PTEN-null: 87; Measles CPE: 2; GALR2 antag: -5; NPY Y2 blocker: 0; Phagocyt inh: -2; E-sel TNF inh: -10; Yeast life ext: -6; BB579 growth dn: -15

What do the screens show for `Cc1cccc(NC(=O)c2ccc(COc3ccc(Cl)cc3Cl)o2)n1`?
HCT116 bCat-KO: 98; MRP1 act: -1.2; HCT116 PTEN-null: 93; Measles CPE: 2; GALR2 antag: -9; NPY Y2 blocker: 15; Phagocyt inh: 2; E-sel TNF inh: 8; Yeast life ext: -11; BB579 growth dn: -68

Results for Cc1ccc(NC(=O)N2CCC(NC(=O)c3ccccc3C)CC2)cc1 ?
HCT116 bCat-KO: 99; MRP1 act: 0.7; HCT116 PTEN-null: 91; Measles CPE: 24; GALR2 antag: 5; NPY Y2 blocker: -2; Phagocyt inh: 0; E-sel TNF inh: -2; Yeast life ext: 1; BB579 growth dn: 11

Results for O=C(CN1C(=O)c2ccccc2C1=O)NCCc1c[nH]c2ccc(Cl)cc12 ?
HCT116 bCat-KO: 94; MRP1 act: -1.1; HCT116 PTEN-null: 105; Measles CPE: 10; GALR2 antag: 7; NPY Y2 blocker: 3; Phagocyt inh: -6; E-sel TNF inh: 32; Yeast life ext: -1; BB579 growth dn: -16

What do the screens show for `CC(C)c1nc2ccccn2c1NC1CCCCC1`?
HCT116 bCat-KO: 94; MRP1 act: -2.5; HCT116 PTEN-null: 101; Measles CPE: 4; GALR2 antag: -2; NPY Y2 blocker: 7; E-sel TNF inh: -20; Yeast life ext: 0; BB579 growth dn: -24

How did O=C1/C(=C\c2ccco2)SC(=S)N1c1ccccc1 do in these assays?
HCT116 bCat-KO: 82; MRP1 act: 4.7*; HCT116 PTEN-null: 91; Measles CPE: 15; GALR2 antag: -5; NPY Y2 blocker: 2; E-sel TNF inh: 4; Yeast life ext: 0; BB579 growth dn: -46

Results for CCOc1ccc(-n2c(SCc3ccc([N+](=O)[O-])cc3)nnc2-c2ccc(OC)cc2)cc1 ?
HCT116 bCat-KO: 67; MRP1 act: -1.9; HCT116 PTEN-null: 63; Measles CPE: 13; GALR2 antag: -11; NPY Y2 blocker: 9; Phagocyt inh: -7; Yeast life ext: -2; BB579 growth dn: -5

What do the screens show for `O=C(CSc1nc(O)cc(=O)n1-c1ccccc1)NCc1ccccc1`?
HCT116 bCat-KO: 102; MRP1 act: -0.3; HCT116 PTEN-null: 100; Measles CPE: 16; GALR2 antag: 5; NPY Y2 blocker: 0; Phagocyt inh: -1; E-sel TNF inh: -8; Yeast life ext: -5; BB579 growth dn: 3

Results for Cn1c(SCC2CCCCC2)nnc1-c1ccncc1 ?
HCT116 bCat-KO: 99; MRP1 act: -1.1; HCT116 PTEN-null: 94; Measles CPE: 10; GALR2 antag: -4; NPY Y2 blocker: 0; Phagocyt inh: -3; E-sel TNF inh: -59; Yeast life ext: -1; BB579 growth dn: -26

How did Nc1cc2nsnc2cc1Br do in these assays?
HCT116 bCat-KO: 1.8*; MRP1 act: -3.5; HCT116 PTEN-null: 10; Measles CPE: 16; GALR2 antag: 12; NPY Y2 blocker: 1; E-sel TNF inh: -15; Yeast life ext: -29; BB579 growth dn: 7

What do the screens show for `O=C(Oc1cccnc1)c1cc2ccccc2oc1=O`?
HCT116 bCat-KO: 102; MRP1 act: 0.0; HCT116 PTEN-null: 91; Measles CPE: 5; GALR2 antag: 9; NPY Y2 blocker: -2; Phagocyt inh: 0; E-sel TNF inh: -11; Yeast life ext: -1; BB579 growth dn: -5

Results for CS(=O)(=O)N1CCN(c2ccccc2NC(=O)Cc2ccc(Cl)cc2)CC1 ?
HCT116 bCat-KO: 89; MRP1 act: -2.6; HCT116 PTEN-null: 84; Measles CPE: 6; GALR2 antag: 8; NPY Y2 blocker: 10; Phagocyt inh: -1; E-sel TNF inh: -16; Yeast life ext: -8; BB579 growth dn: -19

How did COc1ccc(CSc2nnnn2Cc2ccccc2)cc1OC do in these assays?
HCT116 bCat-KO: 90; MRP1 act: 0.7; HCT116 PTEN-null: 95; Measles CPE: 27; GALR2 antag: 16; NPY Y2 blocker: 4; Phagocyt inh: -1; Yeast life ext: -20; BB579 growth dn: -4

Results for Cn1c(=O)c2c(ncn2CC(=O)Nc2nc(-c3ccccc3Cl)cs2)n(C)c1=O ?
HCT116 bCat-KO: 73; MRP1 act: -1.5; HCT116 PTEN-null: 70; Measles CPE: 3; GALR2 antag: 18; NPY Y2 blocker: 0; Phagocyt inh: -1; E-sel TNF inh: 5; BB579 growth dn: -31

What do the screens show for `O=C(CCCc1c[nH]c2ccccc12)N1CCCCCC1`?
HCT116 bCat-KO: 89; MRP1 act: -4.1; HCT116 PTEN-null: 93; Measles CPE: 10; GALR2 antag: 4; NPY Y2 blocker: 3; Phagocyt inh: 0; E-sel TNF inh: -14; Yeast life ext: -10; BB579 growth dn: -15

How did COc1ccc(C(=O)NCCCCCC(=O)N/N=C/c2ccco2)cc1OC do in these assays?
HCT116 bCat-KO: 99; MRP1 act: -1.2; HCT116 PTEN-null: 102; Measles CPE: 22; GALR2 antag: 4; NPY Y2 blocker: -1; Phagocyt inh: 2; E-sel TNF inh: 29; Yeast life ext: 2; BB579 growth dn: -28

How did CCOC(=O)c1cnc(-n2nc(C)cc2C)nc1NNc1cc(-c2ccccc2)nc(C)n1 do in these assays?
HCT116 bCat-KO: 3.8*; MRP1 act: -2.6; HCT116 PTEN-null: 7; Measles CPE: 4; GALR2 antag: -9; NPY Y2 blocker: -1; Phagocyt inh: -10; E-sel TNF inh: -3; Yeast life ext: -4; BB579 growth dn: -45

How did CC(C)CCN(C(=O)Nc1ccccc1)C(C)c1cccs1 (centres undefined) do in these assays?
HCT116 bCat-KO: 69; MRP1 act: -1.7; HCT116 PTEN-null: 67; Measles CPE: 6; GALR2 antag: -18; NPY Y2 blocker: 7; Phagocyt inh: 0; E-sel TNF inh: 7; Yeast life ext: -5; BB579 growth dn: -10

Results for CCc1nc(SCC(=O)Nc2cccc(C(F)(F)F)c2)c2c(=O)n(C)c(=O)n(C)c2n1 ?
HCT116 bCat-KO: 69; MRP1 act: -1.9; HCT116 PTEN-null: 45; Measles CPE: 0; GALR2 antag: -2; NPY Y2 blocker: 10; Phagocyt inh: -2; Yeast life ext: -3; BB579 growth dn: -10

Results for COc1ccc(N/C=C(\C#N)c2ccc(OCCCF)cc2)cc1 ?
HCT116 bCat-KO: 85; MRP1 act: 0.1; HCT116 PTEN-null: 100; Measles CPE: 12; GALR2 antag: -5; NPY Y2 blocker: 4; Phagocyt inh: -1; Yeast life ext: -8; BB579 growth dn: -53

How did COc1ccc(C2CC(c3ccc(Cl)c(Cl)c3)Nc3nc(N)nn32)cc1 (centres undefined) do in these assays?
HCT116 bCat-KO: 74; MRP1 act: -1.9; HCT116 PTEN-null: 77; Measles CPE: 21; Phagocyt inh: 0; Yeast life ext: -8; BB579 growth dn: 5

What do the screens show for `CCOc1ccc2nc(NC(=O)/C=C/c3ccc4c(c3)OCO4)sc2c1`?
HCT116 bCat-KO: 94; MRP1 act: 0.6; HCT116 PTEN-null: 69; Measles CPE: 15; GALR2 antag: -1; NPY Y2 blocker: 2; Phagocyt inh: -5; E-sel TNF inh: 0; Yeast life ext: 3; BB579 growth dn: -15

Results for Cc1ccc(S(=O)(=O)n2cnc3ccccc32)c(C)c1 ?
HCT116 bCat-KO: 89; MRP1 act: -3.2; HCT116 PTEN-null: 99; Measles CPE: 4; GALR2 antag: -12; NPY Y2 blocker: -2; Phagocyt inh: 0; E-sel TNF inh: 17; Yeast life ext: -9; BB579 growth dn: -35

What do the screens show for `CN(C(=O)COC(=O)c1c2c(nc3ccccc13)/C(=C/c1cccc([N+](=O)[O-])c1)CCC2)C1CCS(=O)(=O)C1` (centres undefined)?
HCT116 bCat-KO: 84; MRP1 act: -5.7; HCT116 PTEN-null: 85; Measles CPE: 13; GALR2 antag: 14; NPY Y2 blocker: -1; Phagocyt inh: -10; E-sel TNF inh: -9; Yeast life ext: 0; BB579 growth dn: -22

What do the screens show for `Cc1ccc(N2C(=O)NC(NC(=O)C3CC3)(C(F)(F)F)C2=O)cc1` (centres undefined)?
HCT116 bCat-KO: 91; MRP1 act: -0.4; HCT116 PTEN-null: 96; Measles CPE: 22; GALR2 antag: 4; NPY Y2 blocker: 1; Phagocyt inh: -6; Yeast life ext: 18; BB579 growth dn: -54

Results for O=C(NCc1ccccc1Cl)C1CCC(CNc2c(N3CCCCC3)c(=O)c2=O)CC1 (centres undefined) ?
HCT116 bCat-KO: 99; MRP1 act: -1.6; HCT116 PTEN-null: 89; Measles CPE: 7; GALR2 antag: 12; NPY Y2 blocker: -1; E-sel TNF inh: -40; Yeast life ext: 4; BB579 growth dn: -31

How did O=S(=O)(NCC1CCCO1)c1cnc(Cl)c(Br)c1 (centres undefined) do in these assays?
HCT116 bCat-KO: 86; MRP1 act: -0.6; HCT116 PTEN-null: 91; Measles CPE: 3; GALR2 antag: 11; NPY Y2 blocker: 2; Phagocyt inh: -3; E-sel TNF inh: -6; Yeast life ext: 0; BB579 growth dn: -21

Results for Cc1c(Cl)cccc1NC(=O)CCC(=O)NNC(=O)c1ccccc1 ?
HCT116 bCat-KO: 92; MRP1 act: -1.4; HCT116 PTEN-null: 86; Measles CPE: 13; GALR2 antag: 7; NPY Y2 blocker: -2; Phagocyt inh: -6; Yeast life ext: 4; BB579 growth dn: -13

Screening results: PubChem BioAssay, several laboratories
